Bioassay records as filed in PubChem.
PLC-gamma1 inh = blocks human PLC-gamma1 enzyme activity; P19174; purified PLC-gamma1, fluorogenic substrate, fluorescence; inhibition, % at 12.2 µM; 370,000 tested, 0.84% active; AID 720700; in the data active means inhibition above about 9.5%
ARFGAP1 inhibitor = inhibits rat ARF GTPase activating protein 1. Arfgap1-stimulated ARF1 GTP hydrolysis, GDP FP detection. inhibition, % at 16.5 µM. 360,000 tested, 0.26% active;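 active means inhibition above a per-plate limit, mean inhibition of low control wells plus 3 SD, cut at about 25% in these data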;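 further: 0% = DMSO wells with enzyme and 100% = wells lacking Arfgap1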
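System: truncated rat Arfgap1 GAP domain / Medium: HEPES-based buffer, pH 7.5 / Also added: N-terminally truncated human ARF1-GTP substrate / Incubation: enzyme reaction 120 min at 25 °C after 20 min preincubation / Measured by: FP of antibody-bound GDP Alexa 633 tracer, ex 620/em 688 nm / Replicates: singlicate, each compound tested once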
MBD2 DNA inh = MBD2-methylated oligo binding inhibition; Q9UBB5; TR-FRET, MBD2 binding to methylated oligonucleotide; inhibition, % at 4.4 µM; 370,000 tested, 0.31% active; AID 686964; in the data active means inhibition above about 13%
Target sequence (Q9UBB5 whole entry, looked up): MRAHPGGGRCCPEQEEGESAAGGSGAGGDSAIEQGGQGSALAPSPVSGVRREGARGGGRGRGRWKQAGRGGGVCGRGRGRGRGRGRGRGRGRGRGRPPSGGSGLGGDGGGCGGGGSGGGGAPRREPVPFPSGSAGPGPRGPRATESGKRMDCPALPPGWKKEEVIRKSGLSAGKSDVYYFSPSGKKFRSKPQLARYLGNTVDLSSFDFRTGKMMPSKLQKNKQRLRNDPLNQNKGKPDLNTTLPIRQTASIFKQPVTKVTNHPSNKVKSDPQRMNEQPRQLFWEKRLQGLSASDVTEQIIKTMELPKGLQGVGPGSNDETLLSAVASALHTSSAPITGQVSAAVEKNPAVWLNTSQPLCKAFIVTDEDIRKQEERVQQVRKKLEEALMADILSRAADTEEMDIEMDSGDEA
PLCb3 inh = inhibitors of human phospholipase C beta3 | Purified PLC-beta3, fluorogenic substrate, fluorescence | AID 720704 | 370,000 tested, 0.18% active | inhibition, % at 12.2 µM; in the data active means inhibition above about 11%;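 further: 0% = median of compound wells on plate and 100% = full blocker control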
DDE Tn6 FP inh = inhibitors of Tn6 peptide binding to human fibrin DD(E); P02675; Fibrin DD(E) TRITC-Tn6 fluorescence polarization displacement; inhibition, % at 8.3 µM; 370,000 tested, 0.21% active; AID 720509;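 active means inhibition above a per-campaign cutoff: mean of compounds within control limits plus 3 SD, cut at about 15% in these data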;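 further: 0% = median of all compound wells on the plate and 100% = blocking peptide control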
DDE Tn7 FP inh = disrupts Tn7 cyclic peptide binding to fibrin D-Dimer-E complex; 370,000 tested, 0.13% active; inhibition, % at 8.3 µM; P02675; FP displacement of FITC-Tn7 peptide from fibrin DD(E); 0% = median of compound wells per plate; AID 720508;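 active means inhibition above the mean of compounds falling within the control limits plus 3 SD of them, cut at about 14% in these data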;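 further: 0% = plate median of compound wells and 100% = 10 µM Aha-Tn7 peptide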
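Also added: labelled Tn7 tracer, 0.1 µM; Assay system: human fibrin DD(E) protein; Amount: 2 µM fibrin DD(E); Schedule: 10 min compound pre-incubation, 3 h probe incubation at room temperature; Repeats: one replicate per compound; Read-out basis: percent inhibition; Measured by: fluorescence polarization of the labelled Tn7 tracer.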
ASAP1 inh = inhibitors of human ASAP1 ArfGAP activity; 360,000 tested, 0.19% active; ASAP1-stimulated ARF1 GTP hydrolysis, GDP FP detection; inhibition, % at 16.5 µM; AID 624377; Q9ULH1; in the data active means inhibition above about 25%;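 further: 0% = vehicle with enzyme and substrate and 100% = no enzyme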
UHRF1 binding = UHRF1 methyl-DNA binding inhibition. Q96T88. UHRF1 binding to methylated oligo, TR-FRET. inhibition, % at 4.4 µM. 370,000 tested, 0.75% active; in the data active means inhibition above about 21%;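 further: UHRF1 SRA domain binding a hemimethylated CpG hairpin DNA probe; 0% = median of test compound wells and 100% = reference inhibitor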
ADAM17 inh = inhibits human ADAM17. 370,000 tested, 0.83% active. P78536. AID 720648. inhibition, % at 6.95 µM. recombinant ADAM17, EDANS/DABCYL FRET peptide cleavage;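 active means inhibition above the mean of compounds lying between control limits plus 3 SD, set per campaign, cut at about 8.5% in these data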;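 further: 0% = DMSO-only wells as the low control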
Target sequence (P78536 215-824 limits assumed): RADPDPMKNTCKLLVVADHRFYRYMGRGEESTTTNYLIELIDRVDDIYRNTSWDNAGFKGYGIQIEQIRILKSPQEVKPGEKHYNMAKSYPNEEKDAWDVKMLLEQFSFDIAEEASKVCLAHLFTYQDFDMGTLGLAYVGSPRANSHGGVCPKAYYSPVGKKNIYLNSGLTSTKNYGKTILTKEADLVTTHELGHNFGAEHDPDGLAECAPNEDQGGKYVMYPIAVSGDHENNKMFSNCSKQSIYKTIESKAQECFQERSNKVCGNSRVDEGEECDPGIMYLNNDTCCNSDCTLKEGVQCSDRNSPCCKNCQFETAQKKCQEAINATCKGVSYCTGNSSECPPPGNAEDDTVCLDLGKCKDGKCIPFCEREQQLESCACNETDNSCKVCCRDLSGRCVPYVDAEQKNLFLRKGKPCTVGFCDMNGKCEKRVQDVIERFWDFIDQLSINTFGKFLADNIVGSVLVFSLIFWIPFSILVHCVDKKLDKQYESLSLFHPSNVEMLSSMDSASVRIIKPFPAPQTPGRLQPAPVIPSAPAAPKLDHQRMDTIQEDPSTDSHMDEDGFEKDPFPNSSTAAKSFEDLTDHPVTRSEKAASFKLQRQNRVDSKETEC
KLK7 zymogen act = proKLK7 (human) activation, primary screen; activation, % at 7 µM; P49862; 370,000 tested, 0.9% active; purified proKLK7, EDANS-DABCYL substrate fluorescence; 100% is mature enzyme control, 0% vehicle;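 active means activation above the mean of all tested compounds plus 3 SD, computed per campaign excluding outliers beyond control limits, cut at about 13% in these data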
* = called active by the depositor; nt = not tested or not shown.

Below each SMILES – PLC-gamma1 inh, ARFGAP1 inhibitor, MBD2 DNA inh, PLCb3 inh, DDE Tn6 FP inh, DDE Tn7 FP inh, ASAP1 inh, UHRF1 binding, ADAM17 inh, KLK7 zymogen act
Clc1ccccc1CSc1snnc1-c1ccccc1
 : 1, 2, -3, 1, 2, -3, -1, -1, -1, -0.2
CCOCCc1c(O)nc(SCC(=O)NCc2ccco2)[nH]c1=O
 : 3, 13, 5, 0, 2, -1, -3, -2, -2, 0.2
Cc1ccccc1NC(=O)CN(C)S(=O)(=O)c1ccc2c(c1)n(C)c(=O)c(=O)n2C
 : -14, -5, -1, -22, 7, -2, 1, -3, -8, 0.3
Cc1ccc2c(c1)[C@H]1[C@H](CO2)[C@H](c2ccccc2)[C@]2(C)C(=O)N(Cc3ccc(Cl)cc3)CC(=O)N12
 : -4, 4, 2, 1, -8, -7, -3, 0, 12*, 0.0
CN1CCN(c2ccc3c(c2)Oc2ccccc2CN(Cc2cn(Cc4ccc(C(F)(F)F)cc4)nn2)S3(=O)=O)CC1
 : 6, nt, -1, 5, 1, -5, nt, 0, 5, 0.7
O=C(N/N=C/c1ccc(-c2ccc(Cl)c(C(=O)O)c2)o1)c1cc2c(ccc3ccccc32)o1
 : -110, 5, -3, -168, 0, -7, 7, -3, -24, -1.6
CN(CC(=O)Nc1ccc(F)cc1)CC(=O)Nc1ccc(F)c(F)c1F
 : 1, 5, 3, -19, -2, 4, -1, 7, -6, 0.1
CCN1CCC(O)(C(C(=O)O)c2ccccc2)CC1 (stereo unspecified)
 : -1, -1, -1, -1, -7, -9, -3, 3, 1, -1.4
O=C(c1cccs1)N1CCCC(N2CCN(c3ccc(F)cc3)CC2)C1 (stereo unspecified)
 : 1, 2, -1, -7, -2, -7, 5, 0, -4, 0.0
CCCCn1c(N)c(N(CC(C)C)C(=O)c2ccc(-c3ccc(Cl)cc3)o2)c(=O)[nH]c1=O
 : -18, 13, -1, -30, -8, -2, 1, 0, -15, 2.3
COc1ccc(-c2csc3nc(-c4ccccc4)oc(=O)c23)cc1OC
 : -3, 5, -2, -6, 12, -6, -9, 2, 1, 0.6
Cc1cc2ccccc2n1CCNC(=O)c1ccc(Br)o1
 : -17, -3, -2, -21, 17*, -4, 11, -2, -6, -0.2
CN=C(Nc1cccc(OC)c1)SC1CC(=O)N(c2ccc(C(=O)O)cc2)C1=O (stereo unspecified)
 : 4, 1, -2, 3, -1, -2, 7, 1, -1, -0.2
COc1[nH]c2ccc(F)cc2c1C(=O)OCC1CCN(CCNS(C)(=O)=O)CC1
 : -1, 28*, 3, 1, -1, 2, -12, 1, -3, 0.1
COc1ccc(N(CC(=O)NCCc2ccc(S(N)(=O)=O)cc2)S(=O)(=O)c2c(C)noc2C)cc1
 : 0, -3, 5, -7, 5, -7, 11, 0, -5, -0.4
O=C1c2ccccc2S(=O)(=O)N1CCOc1ccc(F)cc1
 : 8, 3, -3, 4, -7, 6, 2, 2, 7, 0.0
CC1(C)Cc2sc3c(=O)[nH]c(=S)[nH]c3c2CO1
 : 2, 11, 1, -3, 3, -6, -2, 3, -1, 0.2
Cc1ccc(NC(=O)C2CCN(S(=O)(=O)c3ccc4c(c3)OCCO4)CC2)nc1
 : 0, -6, 0, -5, 7, 4, 3, 2, 1, 0.0
N#Cc1ccc(CN2CCN(CC(=O)Nc3ccccc3C(=O)NC3CC3)CC2)cc1
 : 2, -9, -6, -4, 0, 1, -5, 2, -1, 0.6
O=C1CC(C(=O)N2CCCc3ccccc32)CN1c1ccc(Cl)cc1 (stereo unspecified)
 : 2, -3, -2, -2, -1, -2, 0, 1, 1, 0.0
CC1C/C(=N\NC(=O)c2cccnc2)CC(C)(C)C1 (stereo unspecified)
 : -1, -2, -1, -8, -4, 0, -3, -3, -6, -0.1
COc1ccc(CCC(=O)N2CCCSC2=Nc2ccc(C(C)=O)cc2)cc1
 : -2, 12, 2, -2, 7, -1, 1, 5, 1, 0.3
Oc1ccccc1C(=S)N1CCCC1
 : 1, 8, -5, -3, -6, -2, 12, -1, -5, -0.3
CC(Sc1nc(-c2ccccc2)nc2c1COC(C)(C)C2)C(=O)N1CCOCC1 (stereo unspecified)
 : 3, 8, 3, 0, -5, -8, 14, 1, 4, 0.7
Cc1ccc(-c2nc3ccc(NS(=O)(=O)c4ccccc4)cc3[nH]2)o1
 : -85, 3, -1, -110, -2, 1, 8, -1, -11, -15
COc1ccc(C)c2sc(N(CCCN(C)C)C(=O)CS(=O)(=O)c3ccc(F)cc3)nc12
 : -1, -2, 1, 1, 3, 4, -4, 1, -1, -0.4
Cn1c(=O)c(=O)n(C)c2cc(S(=O)(=O)NCCN3CCN(c4ccccc4F)CC3)ccc21
 : -2, 12, 2, -14, 0, -3, -4, 0, -3, 0.2
COc1ccc(C(=S)N2CCOCC2)cc1OS(=O)(=O)c1ccccc1[N+](=O)[O-]
 : 4, -5, -2, 1, 3, 4, -1, 0, 4, 0.5
COc1ccc(NC(=O)c2ccccc2C(=O)N2CCCCC2)cc1
 : 0, -2, -2, 2, 7, 5, 2, -2, -1, -0.1
CCCCCCCCCCCn1nnnc1N
 : 3, -2, 3, 3, 4, -3, 1, -2, 1, -0.4
CCOC(=O)N1CCN(C(=O)c2ccc(N(C)S(=O)(=O)c3ccc(C)cc3)cc2)CC1
 : 2, 9, -3, -7, -2, -8, 8, 0, 1, -0.1
Cc1cccc(COC[C@H](CC(C)C)N2CCN(C(=O)c3ccc(C(C)(C)C)cc3)CCC2=O)c1
 : 2, -16, -2, 2, -8, -1, 3, 3, 2, -0.3
COc1cccc(-c2cnc(C(O)c3ccccc3OC)[nH]2)c1 (stereo unspecified)
 : 5, -5, 8, -1, 4, 3, -2, 4, -8, -0.4
CC(C)(C)OC(=O)C[C@H]1C/C=C\C[C@@H](CC(=O)N(CCO)Cc2ccccc2)C(=O)N[C@H](Cc2ccccc2)COC1=O
 : 5, 6, 5, 3, -7, 4, 2, 2, -2, -0.3
Cc1cccc(C)c1NC(=O)CNC(=O)c1c(C)nn(-c2ccccc2)c1Cl
 : 1, 4, -2, -4, -1, -1, 8, 4, 0, -0.5
Cc1cc(C)cc(N(C)S(=O)(=O)c2nnc(NC(=O)C(C)C)s2)c1
 : 1, -8, 4, -1, 3, 2, -5, 1, -2, -0.5
C=CCn1c(SCC(=O)Nc2nnc(CC)s2)nnc1-c1cccnc1
 : 0, 9, 2, 3, 1, 1, -4, 2, -2, 0.8
COC(=O)Nc1ccc(S(=O)(=O)N2CCN(CCN3C(=O)C4C5C=CC(C5)C4C3=O)CC2)cc1 (stereo unspecified)
 : 2, 4, 0, 0, 4, -5, 9, 4, 4, 0.4
Cc1nnc(NC(=O)C2CCCC2)s1
 : 1, -1, -4, -7, 4, -8, -6, -2, -4, 0.2
Nc1ccc2nc[nH]c2c1
 : -5, 10, 3, -11, -4, -5, -3, -1, -3, 0.3
COc1ccccc1N1CCN(Cc2cc(=O)oc3cc(C)ccc23)CC1
 : -2, 13, -8, -2, 0, -1, 2, 0, -3, -1.1
CCOC(=O)C1(C)/C(=N/Nc2ccccc2Cl)C(=O)C(=O)N1c1ccccc1 (stereo unspecified)
 : -1, -4, 2, 2, 4, 6, 0, 1, -2, -0.5
CC1=C(C(=O)N(C)C)CC(CC(=O)NCc2cccs2)C(=O)N1Cc1ccc(F)cc1 (stereo unspecified)
 : 3, 3, 8, 1, 0, -2, 0, 24*, 1, -1.1
COc1ccc(S(=O)(=O)N2CCCCCC2)cc1C(=O)N1CCCCC1
 : 3, 6, 7, -5, -3, 4, 6, 0, -3, -0.6
COc1cccc2c(=O)c(C/C=C(/C)Cl)c(C)[nH]c12
 : -28, -1, 2, -42, -4, 1, -2, 5, -138, 1.1
CC(C)=CCC/C(C)=C/C=N/NC(=O)c1ccccc1[N+](=O)[O-]
 : 0, 10, -3, 0, -8, -3, -1, 0, -2, 0.1
c1coc(CNCCCN2CCOCC2)c1
 : 3, 2, 6, -8, -7, 1, 3, 9, 1, 0.2
C=CCN1CCN(C(=O)c2c(-c3ccccc3)noc2C)CC1
 : 6, 4, 12, -9, -4, -2, 0, 4, -7, -0.5
C=CCc1cccc(CNn2cnnc2)c1O
 : 1, -3, 3, -2, -2, -3, 5, -1, -4, -0.1
O=C(COC(=O)C1CCC1)NCc1ccccc1
 : 1, 8, 0, 2, -3, 7, 6, -1, -3, -0.2
COc1cccc(C(O)c2nc(-c3ccccc3OC)cs2)c1 (stereo unspecified)
 : 3, 4, -5, 0, -7, 1, -13, -1, -3, 0.1
Cc1cc(C)n(CC(=O)N2CCCC(N3CCN(Cc4ccc5c(c4)OCO5)CC3)C2)n1 (stereo unspecified)
 : -1, 10, 0, -3, 8, -2, -4, 0, 1, 0.3
N#Cc1ccc(-c2ccc3nccn3c2)cc1
 : -70, 11, 6, -98, -3, 3, 5, -4, -52, -0.2
COc1cc(/C=N/NC(=O)C(=O)/C=C2\NC3(CCCC3)Cc3ccccc32)ccc1O
 : -1, 9, 0, 1, -3, 1, 4, 0, -1, -0.3

Another view of part of the listing above:
compound,PLC-gamma1 inh,ARFGAP1 inhibitor,MBD2 DNA inh,PLCb3 inh,DDE Tn6 FP inh,DDE Tn7 FP inh,ASAP1 inh,UHRF1 binding,ADAM17 inh,KLK7 zymogen act
COC(=O)Nc1ccc(S(=O)(=O)N2CCN(CCN3C(=O)C4C5C=CC(C5)C4C3=O)CC2)cc1 (stereo unspecified),2,4,0,0,4,-5,9,4,4,0.4
Cc1nnc(NC(=O)C2CCCC2)s1,1,-1,-4,-7,4,-8,-6,-2,-4,0.2
Nc1ccc2nc[nH]c2c1,-5,10,3,-11,-4,-5,-3,-1,-3,0.3
COc1ccccc1N1CCN(Cc2cc(=O)oc3cc(C)ccc23)CC1,-2,13,-8,-2,0,-1,2,0,-3,-1.1
